# GRK2 inh – compounds blocking aptamer binding on GRK2 – biochemical, human GRK2, bead flow cytometry, HTS, primary screen. inhibition of aptamer binding, % at 10 µM. AID 488847, 2010. 330,000 tested, 0.59% active. Beta-adrenergic receptor kinase 1 (Homo sapiens), P25098. FAM-aptamer displacement from GRK2;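 active = inhibition of aptamer binding above 40%, roughly 3 SD of noise, on plates passing a quality check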;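 also: median bead fluorescence of bound FAM aptamer so fluorescent compounds give negative values; no value below 0 was filed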
# Fh CTSL1 inh – Fasciola hepatica cathepsin L1 inhibitors, primary screen, counter-screen for PFM18AAP inhibitor project, biochemical, QFRET, fluorogenic peptide substrate; inhibition, % at 5.96 µM; recombinant F. hepatica cathepsin L1, Z-Leu-Arg-MCA fluorescence; 300,000 tested, 0.49% active; AID 1906, 2009;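 active = inhibition above the mean of all tested compounds plus 3 SD, set per screening campaign, cut at about 17% in these data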;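 also: 0% = plate median of test compound wells and 100% = 1 µM Z-Phe-Ala-diazomethylketone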
# PP1 counter – PP1-alpha phosphatase inhibitors, primary screen, counter-screen for PP5 inhibitor project, biochemical, fluorescence, OMFP substrate, single point | Serine/threonine-protein phosphatase PP1-alpha catalytic subunit (Homo sapiens), P62136 | purified PP1alpha | inhibition, % at 6.7 µM | 320,000 tested, 0.9% active;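 active = inhibition above the mean inhibition of all tested compounds plus 3 SD, computed separately for each screening campaign, cut at about 15% in these data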
# proCasp3 act – activators of human procaspase-3 D3A mutant, primary screen, biochemical, absorbance, PC-3 D3A mutant, single concentration; activation, % at 8.5 µM; AID 463141, 2010; recombinant procaspase-3 D3A, Ac-DEVD-pNA absorbance 405 nm; 330,000 tested, 0.11% active;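 active = activation above the mean of all tested compounds plus 3 SD, cut at about 21% in these data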;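 also: 0% = DMSO alone and 100% = DMSO wells spiked with extra 5 µM PC-3 D3A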
#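 System: Procaspase-3 D3A mutant. Medium: Zinc-free 300 mM NaCl, 50 mM HEPES, 0.01% Triton X-100. Schedule: 1 h preincubation plus 2 h reaction at 25 °C. Measured by: 405 nm absorbance of p-nitroaniline, reads at 0 and 120 min. Read-out: percent activation relative to control range.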
# procasp7 counter – procaspase-7 activators, primary screen, counter-screen for procaspase-3 activator project, biochemical, absorbance, HTS, human; Caspase-7 (Homo sapiens), P55210; recombinant procaspase-7, Ac-DEVD-pNA absorbance 405 nm; D23A/D198A/D206A triple mutant, cannot self-cleave; scale: DMSO 0, 5 µM enzyme 100; activation, % at 8.5 µM; 330,000 tested, 0.093% active; AID 463210, 2010;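 active = percent activation above the screen-wide mean plus 3 SD, cut at about 25% in these data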
#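 Assay system: Uncleavable procaspase-7 mutant enzyme / Input: 2 µM procaspase-7 mutant as dispensed / Dosing: single nominal 8.5 µM compound dose, 0.8% DMSO final / Timing: 1 h enzyme–compound preincubation and 2 h substrate reaction, both 25 °C / Detection: p-Nitroaniline absorbance at 405 nm, read at 0 and 120 min / Replication: singlicate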
# PP5 inh – PP5 phosphatase inhibitors, primary screen, biochemical, fluorescence | 320,000 tested, 0.18% active | purified PP5c, OMFP substrate fluorescence | inhibition, % at 6.7 µM;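 active = inhibition above the campaign's mean inhibition across all tested compounds plus 3 SD, cut at about 9.5% in these data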;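 also: 0% = DMSO only and 100% = 100 µM cantharidin control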
# core dimer inh – inhibitors of HCV core protein dimerization, primary screen, biochemical, TR-FRET, high-throughput; TR-FRET GST/Flag-core106 dimerization, 1536-well; inhibition, % at 5 µM; 300,000 tested, 0.33% active; AID 1899, 2009;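 active = inhibition above the mean of all tested compounds plus 3 SD, set per screening campaign, cut at about 45% in these data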
#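 System: GST-tagged and Flag-tagged HCV core protein residues 1-106 / Input: core106 proteins, GST 13.5 nM and Flag 17 nM / Buffer or medium: KF-containing HEPES buffer, pH 7.45, DTT, CHAPS, BSA / Probe or stimulus: Eu-anti-GST and XL665-anti-Flag labelled anti-tag antibodies / Schedule: 4 h, 22.5 °C incubation / Technique: TR-FRET 671 and 617 nm emission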
# JMJD2C inh – inhibitors of GASC-1 histone demethylase, primary screen, biochemical, fluorescence, DELFIA europium; GST-JMJD2C(1-420) H3K9me3 demethylation; 330,000 tested, 0.069% active; AID 2099, 2009; inhibition, % at 2.35 µM;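 active = more than half of a compound's replicate wells show inhibition beyond 50%, single wells judged on their own value; inconclusive = some, but no more than half, of replicates pass 50% inhibition; inactive = no replicate passes 50% inhibition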;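 also: signal counts dimethyl H3K9 product captured on neutravidin plate; 0% = median of DMSO wells and 100% = 0.3 times that DMSO median; strong numbers were not always called active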
# VLA-4 inh – inhibition in human VLA-4 binding assay, primary screen, VLA-4 allosteric modulator project, MLPCN library, flow cytometry, VLA-4 expressing cells; AID 2557, 2010; Integrin alpha-4 (Homo sapiens), P13612; 330,000 tested, 0.2% active; ligand binding flow cytometry; inhibition, % (about 7 µM as worked out from the volumes in the protocol); in the data active = inhibition above about 50%
# Target sequence (P13612 whole entry, looked up): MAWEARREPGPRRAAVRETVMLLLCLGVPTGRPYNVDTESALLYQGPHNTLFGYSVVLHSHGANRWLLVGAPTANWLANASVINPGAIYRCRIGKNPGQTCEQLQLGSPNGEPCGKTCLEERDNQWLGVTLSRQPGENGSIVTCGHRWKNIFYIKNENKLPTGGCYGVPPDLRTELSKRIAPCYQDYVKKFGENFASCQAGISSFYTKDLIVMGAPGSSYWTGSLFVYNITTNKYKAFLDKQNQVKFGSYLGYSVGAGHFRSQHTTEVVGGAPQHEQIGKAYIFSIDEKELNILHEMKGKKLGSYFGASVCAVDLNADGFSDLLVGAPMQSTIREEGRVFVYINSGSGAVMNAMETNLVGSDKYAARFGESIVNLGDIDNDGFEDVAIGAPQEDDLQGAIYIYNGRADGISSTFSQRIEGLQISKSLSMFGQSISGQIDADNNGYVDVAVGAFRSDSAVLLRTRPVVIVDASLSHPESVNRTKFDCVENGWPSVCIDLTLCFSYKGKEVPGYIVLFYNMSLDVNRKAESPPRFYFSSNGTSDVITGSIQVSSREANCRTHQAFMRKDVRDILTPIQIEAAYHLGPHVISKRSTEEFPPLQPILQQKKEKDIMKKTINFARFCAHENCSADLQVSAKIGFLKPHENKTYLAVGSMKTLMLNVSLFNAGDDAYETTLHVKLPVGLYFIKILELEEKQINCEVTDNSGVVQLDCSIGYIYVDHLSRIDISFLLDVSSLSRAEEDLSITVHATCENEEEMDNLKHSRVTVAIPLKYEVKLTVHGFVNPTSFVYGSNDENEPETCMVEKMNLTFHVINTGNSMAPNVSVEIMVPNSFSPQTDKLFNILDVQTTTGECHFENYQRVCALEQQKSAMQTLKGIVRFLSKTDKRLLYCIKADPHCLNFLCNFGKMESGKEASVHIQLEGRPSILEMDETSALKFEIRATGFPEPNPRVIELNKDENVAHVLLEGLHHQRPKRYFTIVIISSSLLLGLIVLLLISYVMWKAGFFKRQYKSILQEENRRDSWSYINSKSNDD
# An asterisk follows results filed as active; i = inactive; ? = inconclusive; . = no result given; & = joins results of further samples.
# Order of results: GRK2 inh, Fh CTSL1 inh, PP1 counter, proCasp3 act, procasp7 counter, PP5 inh, core dimer inh, JMJD2C inh, VLA-4 inh
CCCCN(CCCC)CCNC(=O)c1cn(C)c2ccc(S(=O)(=O)N3CCCC3)cc2c1=O
  10, 0, -4, 0, -1, 0.7, 3, -1, 29
COc1ccc(CNC(=O)C(C)Sc2nc3ccccc3c(=O)n2CCCN2CCOCC2)cc1 (stereo not given)
  0, -13, -2, 4, -4, -2.0, 1, 2, 1
C=CCN(CC=C)c1nc2ccccc2nc1C(C#N)C(=O)OCCOC (stereo not given)
  3, 7, 2, -6, -6, 1.2, -4, 2, 4
Cc1c(Cl)c(C(=O)N2CCCCCC2)nn1C
  3, 0, -1, 16, 6, -1.2, 0, ?, 8
CS(=O)(=O)N1CCC(NC(=O)Cc2ccccc2)CC1
  1, -2, -2, 3, 0, 0.0, 0, 4, 0
CCn1c(SCC(=O)NNC(=O)c2ccco2)nnc1-c1ccco1
  0, 7, -4, 9, -5, 1.7, 5, -4, -11
COC(=O)c1ccccc1NC(=O)C1=CC(c2cccs2)=NS(=O)(=O)N1C
  0, 3, 0, -2, -5, 1.6, 6, -24, 29
COc1ccc(CN=C2NC(=O)CC(C(=O)Nc3cc(C)cc(C)c3)S2)cc1 (stereo not given)
  0, -5, 5, -14, 1, 5.4, 6, -3, 11
CC(=O)Nc1ccc(/C=N/Nc2nc3ccccc3[nH]2)cc1
  0, 1, -2, 4, -14, -0.8, -18, -5, 28
C=CCn1c(=O)c2ccccc2n2c(SCC(=O)c3ccccc3)nnc12
  0, 0, -1, 1, -6, 1.1, 9, -2, -11
COc1ccc(S(=O)(=O)Nc2ccc(O)c(Sc3nc4ccccc4s3)c2)cc1
  2, -1, 3, -42, -24, 4.2, 2, -3, 25
COc1cc(C)ccc1OCc1cc(C(=O)NCCN2CCOCC2)no1
  0, 1, 3, -6, 3, 0.4, 2, 3, 7
Cc1ccccc1SCC(=O)N/N=C/c1ccc(F)cc1
  3, 3, -1, 14, -6, 0.7, -6, 7, 6
CCC(C)[C@H]1CNCCN1CCc1cccc(F)c1 (stereo not given in full)
  0, 1, 0, 0, 6, -0.8, 3, -21, 1
CC(C)n1c(NCCc2ccccc2)nc2c1c(=O)n(C)c(=O)n2C
  0, 2, 1, 3, 1, -1.0, -1, -2, -24
COc1ccc(NC(=O)c2cc(S(=O)(=O)N3CCCCC3)ccc2N2CCCCC2)cn1
  0, 1, 3, 1, -15, 3.8, 9, -11&-2, 4
COCCN(C(=O)c1cc2c(s1)CCCCC2)c1c(N)n(Cc2ccccc2)c(=O)[nH]c1=O
  1, -3, -7, 0, 5, -1.6, 3, 0, 5
O=C(CSc1nncn1-c1cccnc1)N(c1ccccc1)c1ccccc1
  0, -2, 6, 6, -3, 2.8, 2, 23, 6
COc1ccc(-c2cn3c4c(sc3n2)CCCC4)cc1
  9, 2, 3, -5, 7, 3.7, -5, -8, -6
CCCn1c(=O)c2c(nc3n2CCCN3CCc2ccccc2)n(C)c1=O
  0, -1, 0, 14, 1, 1.7, -1, 3, -2

# 2 compounds drawn at random from the list so far:
# Order of results: GRK2 inh, Fh CTSL1 inh, PP1 counter, proCasp3 act, procasp7 counter, PP5 inh, core dimer inh, JMJD2C inh, VLA-4 inh
Cc1c(Cl)c(C(=O)N2CCCCCC2)nn1C
  3, 0, -1, 16, 6, -1.2, 0, ?, 8
CCC(C)[C@H]1CNCCN1CCc1cccc(F)c1 (stereo not given in full)
  0, 1, 0, 0, 6, -0.8, 3, -21, 1

# Following part:
# Order of results: GRK2 inh, Fh CTSL1 inh, PP1 counter, proCasp3 act, procasp7 counter, PP5 inh, core dimer inh, JMJD2C inh, VLA-4 inh
COc1cc(/C=C/C(=O)OCC(=O)Nc2ccccc2Sc2ccc(Cl)cc2)ccc1O
  0, 0, 11, 3, 1, 0.9, -4, 4, -8
O=C(CCc1nnc(CCCc2ccccc2)o1)N1CCCCCC1
  2, -5, -3, 0, 11, 0.8, -4, 17, -9
CCOC(=O)c1c(C)oc2c(CC(=O)c3ccccc3)c(Cl)c(O)c(O)c12
  1, 1, 0, -6, 0, 0.9, 1, -12, 17
COCCNC(=O)c1ccc(CS(=O)(=O)c2ccc(Cl)cc2)o1
  2, 1, -3, -4, -1, 1.7, 3, 8, 0
O=C(O)CCN1C(=O)/C(=C\c2ccc(-c3nc4ccccc4s3)o2)SC1=S
  31, 0, -3, -4, -4, 1.6, 10, -26, 2
CC(=O)C1C(c2ccc(C)cc2)c2c(n[nH]c2C)CC1(C)O (stereo not given)
  0, 0, 0, -10, 9, 0.6, -1, -3, 7
CCCCn1c(N)c(N(CCOC)C(=O)c2ccc(Br)s2)c(=O)[nH]c1=O
  0, 13, -1, 5, -3, 0.3, -1, -3, 1
O=C(O)COc1ccccc1/C=N/NC(=O)CSc1nnc(SCc2ccc(Cl)cc2)s1
  2, 1, 0, 7, -6, 2.6, 10, -4, 11
CCc1cccc(C)c1NC(=O)C1C2CCC(O2)C1C(=O)O (stereo not given)
  2, 1, 8, -5, -4, 12*, 8, -4, -6
Cc1oc(-c2ccccc2F)nc1CS(=O)CC(=O)NCc1ccc(Cl)cc1 (stereo not given)
  4, -2, -1, 9, 9, 1.2, 6, -9, 27
COc1ccc(/C=N/n2cnnc2)cc1Br
  0, -2, 0, 4, 1, -0.6, 4, -16, -5
COc1ccc(C(=O)NCC(=O)OCc2ccccc2F)cc1
  0, -19, 2, 4, 1, -0.8, -3, 4, 10
Cc1ccc(C(C)C)c(OCc2n[nH]c(=S)o2)c1
  1, -7, 4, -7, -7, 2.0, -1, 8, 23
CC(C)(C)C(=O)NCCc1nc2ccccc2n1CC(=O)c1ccc(Cl)cc1
  0, -3, -4, -10, -3, 1.7, 18, 0, -20
Cc1csc(NC(=O)CSc2nccn2C)n1
  2, 1, 2, -8, 6, 0.5, 4, 2, -2
COc1ccc(C(C)C)cc1S(=O)(=O)NCc1ccccn1
  3, 2, -4, 6, -4, 2.3, 0, 2, -8
CCOc1ccc(C2C(C(=O)c3cccs3)=C(O)C(=O)N2Cc2cccnc2)cc1OC (stereo not given)
  1, 0, -2, -1, -50, 1.4, 6, -3, 9
CCOC(=O)CSc1nnc(CNC(=O)c2cccs2)n1Cc1ccccc1
  0, -5, -5, -10, 13, 1.8, -1, 2, 6
CCOC(=O)c1nn(-c2ccccc2C)c(=O)c(C#N)c1C
  0, -1, 0, -3, -5, 4.0, 1, 14, 7
C=CCNC(=O)COc1ccc(S(=O)(=O)Nc2ccc(OCC)cc2)cc1
  2, -7, -1, -10, 5, -0.9, -1, -6, -3
Cc1[nH]c2c(C)cccc2c1CC(=O)O
  3, -14, -2, -1, -6, -0.5, -5, -9, 9
CCOC(=O)C(=NC(C)CC)NNc1ccc(Br)cc1 (stereo not given)
  5, 2, -2, -17, -17, 1.4, -11, 5, 4
Cc1ccc(NC(=O)CCC(=O)NNS(=O)(=O)c2ccccc2)c(C)c1
  0, 1, -4, -1, 2, 1.7, -5, -9, -10
O=C(N/N=C/c1ccncc1)C1CC1(c1ccccc1)c1ccccc1 (stereo not given)
  1, 0, -1, -7, 0, -0.5, 1, -17, -4
COc1ccccc1CNS(=O)(=O)c1c(C)[nH]c(C)c1C(=O)N1CCCCC1
  4, 0, -2, 6, 4, 1.1, -1, 10, 1
COc1cc(/C=C/c2ccc3cccc(O)c3n2)c(Br)cc1O
  0, 2, 13, 6, 10, 1.7, -8, -15, -70
Cc1ccc([N+](=O)[O-])cc1N=C(c1cccc(Br)c1)N1CCOCC1
  2, -2, -1, -2, 8, 1.2, 5, 7, -1
Cc1ccc(NC(=O)[C@H](NC(=O)[C@@H]2Cc3ccccc3CN2)c2ccccc2)cc1
  2, 5, 2, 1, 4, 0.9, -2, 2, 18
O=c1c(F)cn(C2CCCO2)c(=O)n1Cc1c(F)cccc1Cl (stereo not given)
  6, -6, -3, -4, -12, -3.2, -10, 3, -3
CC(C(=O)Nc1cccnc1)N1C(=O)C2C3C=CC(C3)C2C1=O (stereo not given)
  0, -1, 1, -3, 9, 1.2, -3, i, -3
COc1ccc(NC(=O)C(C)Sc2nnc(C3CC3)n2C2CC2)cc1 (stereo not given)
  1, ., -2, -2, -8, 1.7, ., 2, -1
CCCCCCN=C(C)c1ccccc1O
  2, 5, -4, -1, 3, 0.5, 1, -39, 4
Cc1csc(=Nc2c(C)n(C)n(-c3ccccc3)c2=O)n1-c1ccccc1
  0, -4, -6, 3, 0, 0.6, 0, -8, 1
COc1ccc(S(=O)(=O)NC(C)C)cc1C(=O)NC1CCCCC1
  3, -2, -3, 2, 0, -1.9, -3, 2, 4
CCCC(=O)NCCCc1nc2ccccc2[nH]1
  2, 2, -1, 5, -7, 3.8, -3, -7, -8
c1ccc(C(c2nnnn2C2CCCC2)N2CCCCCC2)nc1 (stereo not given)
  0, -2, -3, -7, -6, 0.3, -2, -3, -20
O=C(CSc1n[nH]c(-c2ccccc2)n1)Nc1ncc(Br)cc1Br
  0, -5, -4, -4, 8, -0.4, 3, -15, -5
Nc1nccc(/C=C/c2c(F)cccc2Cl)n1
  0, 1, -2, -4, -6, -1.6, -4, 1, -1
COCCNC(=S)N1CCN(c2nc(-c3ccccc3)cs2)CC1
  1, 0, 1, 9, -7, 0.6, 8, 6, 3
COc1cc(Br)c(C(C)NC(=O)c2ccc(C)cc2)cc1OC (stereo not given)
  1, -4, 1, -3, 4, -1.8, -1, -4, -2
CSc1nc2c(ccc3ccccc32)o1
  6, 2, 1, -1, -1, 5.3, 0, 0, 4
COc1ccc(S(=O)(=O)N2CCOCC2)c(Cl)c1Cl
  0, 2, -4, -1, -1, 0.4, -3, 3, 7
O=C(c1ccc(CSc2ccc(Cl)cc2)cc1)N1CCOCC1
  0, -20, 0, 8, 12, -2.4, 9, 7, -15
C#CCOCCOCCOCCNc1nc(N2CCN(C(=O)CCCCCCCCCCNC(=O)[C@H](CCCCN)n3cc(C[C@@H](C)CC)nn3)CC2)nc(N2CCN(C(=O)CCCCCCCCCCNC(=O)[C@@H]([C@H](C)O)n3cc(C)nn3)CC2)n1
  0, 1, 61*, -8, 4, 5.3, 0, 16, -3

# Compound activity: PubChem, several laboratories
